ABCB6 inh 2 = blocks the human ABCB6 transporter; Q9NP58; K562-ABCB6 porphyrin accumulation, flow cytometry, 1 h; active compounds read low; fluorescence ratio to DMSO, % at 10 µM; 360,000 tested, 0.19% active;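 active means fluorescence ratio to DMSO below 75%, the collection mean minus 3 SD; inconclusive means too few cells collected in the well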;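 further: signal is porphyrin accumulated inside mitochondria; 100% equals median channel fluorescence of DMSO control wells; lower ratio means ABCB6 inhibition with less porphyrin fluorescence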
TLR9-MyD88 block = inhibitors of human TLR9-MyD88 binding; 340,000 tested, 0.21% active; AID 504734; CHO BLA complementation TLR9-MyD88, CCF4 FRET ratio; inhibition, % at 4.98 µM;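 active means inhibition above the mean over all tested compounds plus 3 SD, cut at about 21% in these data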;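 further: 0% = DMSO only wells and 100% = clavulanate BLA inhibitor control wells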
Target sequence (Q99836 whole entry, looked up): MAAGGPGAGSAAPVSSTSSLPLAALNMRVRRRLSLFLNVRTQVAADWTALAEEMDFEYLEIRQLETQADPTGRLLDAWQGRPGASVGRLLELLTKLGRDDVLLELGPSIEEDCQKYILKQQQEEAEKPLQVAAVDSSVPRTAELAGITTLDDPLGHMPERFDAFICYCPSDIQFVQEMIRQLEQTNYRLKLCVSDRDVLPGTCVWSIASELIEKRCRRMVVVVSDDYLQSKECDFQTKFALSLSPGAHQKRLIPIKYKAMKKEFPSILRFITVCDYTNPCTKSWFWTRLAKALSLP
Target sequence (Q9NR96 whole entry, looked up): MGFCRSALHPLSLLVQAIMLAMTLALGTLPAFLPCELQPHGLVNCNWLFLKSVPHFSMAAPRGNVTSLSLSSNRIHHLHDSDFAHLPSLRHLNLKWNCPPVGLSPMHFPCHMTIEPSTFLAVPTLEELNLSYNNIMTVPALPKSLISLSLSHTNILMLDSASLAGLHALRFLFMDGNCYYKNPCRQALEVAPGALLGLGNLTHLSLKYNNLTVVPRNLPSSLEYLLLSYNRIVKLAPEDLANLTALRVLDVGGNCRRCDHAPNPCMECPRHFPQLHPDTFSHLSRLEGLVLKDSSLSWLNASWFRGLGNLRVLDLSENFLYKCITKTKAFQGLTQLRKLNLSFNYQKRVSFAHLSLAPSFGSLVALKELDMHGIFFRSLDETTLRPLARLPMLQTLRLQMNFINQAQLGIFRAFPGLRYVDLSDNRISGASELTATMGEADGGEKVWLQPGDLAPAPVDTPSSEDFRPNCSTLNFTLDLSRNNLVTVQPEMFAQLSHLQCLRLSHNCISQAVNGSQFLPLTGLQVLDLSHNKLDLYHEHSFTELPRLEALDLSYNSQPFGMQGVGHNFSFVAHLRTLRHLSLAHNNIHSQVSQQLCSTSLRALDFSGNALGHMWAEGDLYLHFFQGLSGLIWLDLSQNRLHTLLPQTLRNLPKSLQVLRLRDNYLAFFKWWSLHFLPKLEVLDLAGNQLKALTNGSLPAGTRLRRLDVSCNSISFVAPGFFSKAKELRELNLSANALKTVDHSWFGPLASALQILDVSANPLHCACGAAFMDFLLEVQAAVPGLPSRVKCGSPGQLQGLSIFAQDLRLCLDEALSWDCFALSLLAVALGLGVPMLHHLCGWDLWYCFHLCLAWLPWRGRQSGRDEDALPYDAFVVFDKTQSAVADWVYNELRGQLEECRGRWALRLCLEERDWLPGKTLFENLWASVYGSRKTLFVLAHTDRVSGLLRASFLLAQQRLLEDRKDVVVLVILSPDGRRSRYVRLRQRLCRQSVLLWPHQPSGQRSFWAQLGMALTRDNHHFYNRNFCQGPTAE
NOD2-RIPK2 inh = blocks binding of human NOD2 to RIPK2 | O43353 | inhibition, % at 4.98 µM | CHO BLA complementation NOD2-RIPK2, CCF4 ratio | 360,000 tested, 0.38% active | AID 624267; in the data active means inhibition above about 21%;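 further: 0% = vehicle only and 100% = reference blocker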
ABHD5-PLIN5 inh = blocks binding of human ABHD5 to perilipin-5. 360,000 tested, 0.78% active. inhibition, % at 4 µM. AID 602281. Split G. princeps luciferase complementation, luminescence, 4 h;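 active means inhibition above the mean inhibition across every tested compound plus 3 SD, cut at about 22% in these data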;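 further: 0% = DMSO only wells and the 100% control is not disclosed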
MC4R barr agon = agonists of human melanocortin 4 receptor (MC4R) beta-arrestin; 360,000 tested, 0.98% active; P32245; AID 540308; U2OS MC4R beta-arrestin complementation, luminescence; percent of melanotan II response, DMSO zero; activation, % at 8.9 µM;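 active means activation above a per-plate cutoff, the mean activation of sample wells on that plate plus 3 SD, cut at about 8% in these data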
Granule exo inh = lytic granule exocytosis inhibition | TALL-104 LAMP-1 surface exposure, flow cytometry; cells stimulated with thapsigargin and PMA | inhibition, % at 10 µM | 360,000 tested, 0.66% active;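 active means inhibition above about 55%, limit read from the data; inconclusive means no clear call, values can overlap the other calls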
Glyco luc inh = N-linked glycosylation inhibition; D54 ERlucT glycosylation luciferase reporter, 24 h; percent of 100 nM tunicamycin response; reporter increase, % at 12.5 µM; 360,000 tested, 0.23% active;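 active means mean luciferase reporter signal, scaled so untreated is 0 and the glycosylation-blocking control 100, at or above a set limit in every replicate; inconclusive means mean reaches the limit but not every replicate does; inactive means mean below the limit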;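 further: luciferase carries N-glycosylation sites so blocking glycosylation raises the light; 0% = median of neutral control wells and 100% = median of 100 nM tunicamycin wells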
MC4R antag cAMP = blocks human MC4R cAMP signaling; AID 540295; MC4R-expressing cells, MTII-stimulated cAMP, LANCE TR-FRET; 360,000 tested, 0.48% active; inhibition, % at 6.5 µM;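 active means inhibition above its plate's cutoff, the mean of tested wells on that plate plus 3 SD, cut at about 29% in these data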;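 further: 0% = Melanotan II alone and 100% = Melanotan II plus saturating MCL0020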
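system = U2OS cells with stable human MC4R expression | also added = Melanotan II challenge after compound preincubation | dosing = one concentration, 6.5 µM nominal | incubation = compound 30 min, challenge 1 h, detection 1 h | measured by = TR-FRET with Eu-cAMP and labeled anti-cAMP, 671 nm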
aDG glyco act = alpha-DG glycosylation activation | 360,000 tested, 0.22% active | Pro5-aDG cells, alpha-DG glycosylation AlphaScreen (IIH6); 0% Pro5, 100% B10-LARGE cell signal | AID 624168 | activation, % at 10 µM;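 active means activation of at least 8% versus controls, or a plate z-score of at least 8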;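 further: Pro5 are CHO cells carrying HIG-tagged alpha-DG that lacks glycosylation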
Vif inh = HIV Vif inhibition; HEK293T cells, Vif self-association by quenched fluorescence, imaging, 24 h; inhibition, % at 7.49 µM; 340,000 tested, 0.35% active; AID 602346; in the data active means inhibition above about 50%, passing the limit was not always enough; inconclusive means no clear call, values can overlap the other calls; inactive means below about 31%; further: some results filed as inactive read as strong as hits
An asterisk follows results filed as active.

`CN(CC(=O)Nc1ccc(S(=O)(=O)N(C)C)cc1)Cc1ccc(C(F)(F)F)cc1` gave ABCB6 inh 2 98, TLR9-MyD88 block 7, NOD2-RIPK2 inh 4, ABHD5-PLIN5 inh -17, MC4R barr agon -0.3, Granule exo inh 4, Glyco luc inh 0, MC4R antag cAMP 0, aDG glyco act -0.1 and Vif inh -1.
For C/C(=N\NC(=O)CC(C)C)c1ccc(N2CCCCC2)cc1 the results were ABCB6 inh 2 99, TLR9-MyD88 block 6, NOD2-RIPK2 inh -9, ABHD5-PLIN5 inh -1, MC4R barr agon -1.8, Granule exo inh 0, Glyco luc inh 4, MC4R antag cAMP -5, aDG glyco act 0.1 and Vif inh 4.
For COc1nc(NC2CCCCC2)nc(N2CCCCCC2)n1 the results were ABCB6 inh 2 91, TLR9-MyD88 block -3, NOD2-RIPK2 inh 3, ABHD5-PLIN5 inh -6, MC4R barr agon 1.5, Granule exo inh 6, Glyco luc inh -1, MC4R antag cAMP 7, aDG glyco act 0.0 and Vif inh -4.
For Clc1ccccc1CSc1cc2c(nn1)-c1ccccc1CC2 the results were ABCB6 inh 2 102, TLR9-MyD88 block 5, NOD2-RIPK2 inh -14, ABHD5-PLIN5 inh -5, MC4R barr agon -0.6, Granule exo inh 1, Glyco luc inh -2, MC4R antag cAMP 2, aDG glyco act 0.5 and Vif inh -16.
`CCOc1nnnc2c1sc1nc(N3CCOCC3)c3c(c12)CCCC3` gave ABCB6 inh 2 96, TLR9-MyD88 block 3, NOD2-RIPK2 inh 4, ABHD5-PLIN5 inh 1, MC4R barr agon -0.8, Granule exo inh -3, Glyco luc inh 2, MC4R antag cAMP 15, aDG glyco act -0.1 and Vif inh -5.
`COc1ccc(-c2nc3ccc(C)cn3c2NCc2ccccc2)cc1SC1CCCCC1` gave ABCB6 inh 2 117, TLR9-MyD88 block -4, NOD2-RIPK2 inh 13, ABHD5-PLIN5 inh -3, MC4R barr agon 1.4, Granule exo inh 65*, Glyco luc inh 5, MC4R antag cAMP 13, aDG glyco act 0.9 and Vif inh -4.
Screening CC(=O)c1ccc(NC(=O)Nc2cccnc2)cc1 returned ABCB6 inh 2 100, TLR9-MyD88 block 0, NOD2-RIPK2 inh 2, ABHD5-PLIN5 inh 14, MC4R barr agon -2.6, Granule exo inh -2, Glyco luc inh 1, MC4R antag cAMP -2, aDG glyco act 0.0 and Vif inh -13.
COCCCn1c(=O)c2sccc2n(Cc2cc(C(=O)OC)ccc2OC)c1=O was read as ABCB6 inh 2 96, TLR9-MyD88 block -7, NOD2-RIPK2 inh -2, ABHD5-PLIN5 inh 1, MC4R barr agon -1.4, Granule exo inh 11, Glyco luc inh 2, MC4R antag cAMP 1, aDG glyco act 0.2 and Vif inh -4.
COc1cccc(NC(=O)CN(C)C(=O)CSc2nc3ccccc3s2)c1 was read as ABCB6 inh 2 103, TLR9-MyD88 block -5, NOD2-RIPK2 inh 2, ABHD5-PLIN5 inh -2, MC4R barr agon -1.3, Granule exo inh 1, Glyco luc inh 1, MC4R antag cAMP 5, aDG glyco act -0.2 and Vif inh -17.
Screening COc1ccc(-n2c(CCc3ccccc3)nnc2SCC(=O)c2ccccc2)cc1 returned ABCB6 inh 2 99, TLR9-MyD88 block 2, NOD2-RIPK2 inh -6, ABHD5-PLIN5 inh 8, MC4R barr agon 5.8, Granule exo inh -3, Glyco luc inh -4, MC4R antag cAMP -12 and aDG glyco act 0.1.
`CC(C)(C)c1ccc(C(=O)n2cnc3ccccc32)cc1` gave ABCB6 inh 2 97, TLR9-MyD88 block -5, NOD2-RIPK2 inh 3, ABHD5-PLIN5 inh 8, MC4R barr agon -1.2, Granule exo inh -4, Glyco luc inh 1, MC4R antag cAMP -2, aDG glyco act 0.1 and Vif inh 1.
For NC(=O)NC(=O)COC(=O)c1cccc(S(=O)(=O)N2CCCCCC2)c1 the results were ABCB6 inh 2 100, TLR9-MyD88 block 1, NOD2-RIPK2 inh 2, ABHD5-PLIN5 inh -5, MC4R barr agon -1.5, Granule exo inh 0, Glyco luc inh 1, MC4R antag cAMP 5, aDG glyco act 0.5 and Vif inh -3.
For COc1ccc(/C=N/N2C(=O)CSC2=S)cc1Br the results were ABCB6 inh 2 101, TLR9-MyD88 block 6, NOD2-RIPK2 inh 4, ABHD5-PLIN5 inh -12, MC4R barr agon -0.6, Granule exo inh 4, Glyco luc inh 2, MC4R antag cAMP -9, aDG glyco act -0.1 and Vif inh -1.
For COC(=O)Cc1ccc(NC(=O)c2ccccc2Br)cc1 the results were ABCB6 inh 2 98, TLR9-MyD88 block -2, NOD2-RIPK2 inh -8, ABHD5-PLIN5 inh -3, MC4R barr agon -0.1, Granule exo inh -2, Glyco luc inh -1, MC4R antag cAMP 7, aDG glyco act -0.1 and Vif inh -3.
For CN1C(C(=O)Nc2ccc(OC(F)(F)F)cc2)=CC(c2cccs2)=NS1(=O)=O the results were ABCB6 inh 2 108, TLR9-MyD88 block 6, NOD2-RIPK2 inh 5, ABHD5-PLIN5 inh -11, MC4R barr agon 4.1, Granule exo inh 6, Glyco luc inh -6, MC4R antag cAMP 13, aDG glyco act 0.0 and Vif inh -4.

Overlap with the part before: 3 entries, followed by the next part.
For COc1ccc(/C=N/N2C(=O)CSC2=S)cc1Br the results were ABCB6 inh 2 101, TLR9-MyD88 block 6, NOD2-RIPK2 inh 4, ABHD5-PLIN5 inh -12, MC4R barr agon -0.6, Granule exo inh 4, Glyco luc inh 2, MC4R antag cAMP -9, aDG glyco act -0.1 and Vif inh -1.
For COC(=O)Cc1ccc(NC(=O)c2ccccc2Br)cc1 the results were ABCB6 inh 2 98, TLR9-MyD88 block -2, NOD2-RIPK2 inh -8, ABHD5-PLIN5 inh -3, MC4R barr agon -0.1, Granule exo inh -2, Glyco luc inh -1, MC4R antag cAMP 7, aDG glyco act -0.1 and Vif inh -3.
For CN1C(C(=O)Nc2ccc(OC(F)(F)F)cc2)=CC(c2cccs2)=NS1(=O)=O the results were ABCB6 inh 2 108, TLR9-MyD88 block 6, NOD2-RIPK2 inh 5, ABHD5-PLIN5 inh -11, MC4R barr agon 4.1, Granule exo inh 6, Glyco luc inh -6, MC4R antag cAMP 13, aDG glyco act 0.0 and Vif inh -4.
For COCCNC(=O)Cn1nc(-c2ccc(C)cc2)ccc1=O the results were ABCB6 inh 2 97, TLR9-MyD88 block 3, NOD2-RIPK2 inh 1, ABHD5-PLIN5 inh 2, MC4R barr agon -1.3, Granule exo inh -2, Glyco luc inh 1, MC4R antag cAMP 8, aDG glyco act -0.1 and Vif inh -1.
CCOc1ccc2nc(SCC(=O)NC(=O)NCc3ccco3)sc2c1 was read as ABCB6 inh 2 108, TLR9-MyD88 block 3, NOD2-RIPK2 inh -1, ABHD5-PLIN5 inh 2, MC4R barr agon 2.0, Granule exo inh -8, Glyco luc inh 0, MC4R antag cAMP 11, aDG glyco act -0.1 and Vif inh 29.
Screening N#Cc1c(C(F)(F)F)cc(-c2cccc(Cl)c2)[nH]c1=O returned ABCB6 inh 2 100, TLR9-MyD88 block 5, NOD2-RIPK2 inh 8, ABHD5-PLIN5 inh -1, MC4R barr agon -0.3, Granule exo inh -2, Glyco luc inh 1, MC4R antag cAMP 23, aDG glyco act 0.1 and Vif inh 0.
`Cc1ccc(OCCNC(=O)c2ccco2)cc1C` gave ABCB6 inh 2 102, TLR9-MyD88 block 0, NOD2-RIPK2 inh -1, ABHD5-PLIN5 inh -3, MC4R barr agon -0.4, Granule exo inh -1, Glyco luc inh -2, MC4R antag cAMP -3, aDG glyco act 3.5 and Vif inh 5.
`Cc1sc2ncnc(N3CCC(C(=O)Nc4nc(-c5cccs5)cs4)CC3)c2c1C` gave ABCB6 inh 2 94, TLR9-MyD88 block 1, NOD2-RIPK2 inh 2, ABHD5-PLIN5 inh -3, MC4R barr agon 0.8, Granule exo inh 5, Glyco luc inh -10, MC4R antag cAMP 4, aDG glyco act 0.2 and Vif inh -17.
For COc1ccc(S(=O)(=O)Nc2ccc3oc(C)c(C(C)=O)c3c2)cc1 the results were ABCB6 inh 2 95, TLR9-MyD88 block 8, NOD2-RIPK2 inh 3, ABHD5-PLIN5 inh 4, MC4R barr agon -2.2, Granule exo inh 4, Glyco luc inh 10, MC4R antag cAMP -16, aDG glyco act 1.9 and Vif inh -5.
Screening CC(=C/c1ccco1)/C=N/NC(=O)c1nnn(-c2nonc2N)c1CN(C)C returned ABCB6 inh 2 101, TLR9-MyD88 block -10, NOD2-RIPK2 inh 4, ABHD5-PLIN5 inh -10, MC4R barr agon -2.0, Granule exo inh -6, Glyco luc inh 2, MC4R antag cAMP 0, aDG glyco act -0.1 and Vif inh 7.
For O=c1c2[nH]c3cccc(Cl)c3c2ncn1CCN1CCCCC1 the results were ABCB6 inh 2 96, TLR9-MyD88 block -7, NOD2-RIPK2 inh -10, ABHD5-PLIN5 inh -2, MC4R barr agon 1.0, Granule exo inh 1, Glyco luc inh 0, MC4R antag cAMP 21, aDG glyco act -0.2 and Vif inh -2.
CCOC(=O)c1c(C)[nH]c(C(=O)COC(=O)c2ccco2)c1C was read as ABCB6 inh 2 102, TLR9-MyD88 block 4, NOD2-RIPK2 inh -4, ABHD5-PLIN5 inh -5, MC4R barr agon 0.4, Granule exo inh -6, Glyco luc inh 3, MC4R antag cAMP -2, aDG glyco act -0.1 and Vif inh 9.
`N#Cc1cc([N+](=O)[O-])cnc1NCC(O)CO` (configuration not stated) gave ABCB6 inh 2 103, TLR9-MyD88 block 7, NOD2-RIPK2 inh 5, ABHD5-PLIN5 inh -4, MC4R barr agon -2.0, Granule exo inh 0, Glyco luc inh -1, MC4R antag cAMP -2, aDG glyco act 0.1 and Vif inh -2.
For O=C(CN1CCN(c2ccc(Cl)cc2)CC1)Nc1ccc(F)c(F)c1 the results were ABCB6 inh 2 94, TLR9-MyD88 block 7, NOD2-RIPK2 inh -4, ABHD5-PLIN5 inh 0, MC4R barr agon 1.6, Granule exo inh inconclusive, Glyco luc inh 2, MC4R antag cAMP -3, aDG glyco act 0.5 and Vif inh 2.
`CSc1ncc(CN2CCc3c([nH]c4ccccc34)C2c2cccc(O)c2)cn1` (configuration not stated) gave ABCB6 inh 2 106, TLR9-MyD88 block 2, NOD2-RIPK2 inh -13, ABHD5-PLIN5 inh -4, MC4R barr agon -1.1, Granule exo inh 1, Glyco luc inh 5, MC4R antag cAMP 3, aDG glyco act 0.0 and Vif inh 4.
COc1ccc2cc(C(=O)N3CCc4ccccc43)[nH]c2c1 was read as ABCB6 inh 2 97, TLR9-MyD88 block -12, NOD2-RIPK2 inh 2, ABHD5-PLIN5 inh -10, MC4R barr agon 2.2, Granule exo inh 8, Glyco luc inh -11, MC4R antag cAMP 6, aDG glyco act 0.0 and Vif inh -6.

Source: PubChem

This is a subset; the hit share may differ from the screen's.
